Eya2 phos inh: blocks the phosphatase activity of human Eya2. O00167. recombinant Eya2, OMFP fluorescence dephosphorylation (OMFP is methylfluorescein phosphate). Potency, µM (doses to about 76.9 µM), for inactives: at the top dose activity, negative = inhibition, actives largely listed as inhibitors. actives 0.006% (n = 330,000). AID 488837; note: potency is the fitted concentration of half-maximal effect; % is set by controls: 0 for no effect and ±100 for the full control effect
Target sequence (O00167 whole entry, looked up): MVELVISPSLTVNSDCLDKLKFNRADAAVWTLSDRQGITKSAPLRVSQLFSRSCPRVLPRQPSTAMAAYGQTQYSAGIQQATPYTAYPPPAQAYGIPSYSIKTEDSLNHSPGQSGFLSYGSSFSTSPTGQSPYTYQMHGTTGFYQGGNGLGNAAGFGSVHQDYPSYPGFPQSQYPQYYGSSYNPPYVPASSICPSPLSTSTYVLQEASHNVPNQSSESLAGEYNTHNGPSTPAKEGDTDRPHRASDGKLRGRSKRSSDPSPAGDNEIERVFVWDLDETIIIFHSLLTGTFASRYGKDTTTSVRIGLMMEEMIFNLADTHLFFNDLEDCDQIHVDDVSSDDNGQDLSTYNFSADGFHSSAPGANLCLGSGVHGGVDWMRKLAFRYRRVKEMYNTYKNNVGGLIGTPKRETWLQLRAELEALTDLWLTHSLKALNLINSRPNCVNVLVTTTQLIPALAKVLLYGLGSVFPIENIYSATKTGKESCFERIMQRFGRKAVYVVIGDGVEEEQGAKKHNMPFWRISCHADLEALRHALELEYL
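Eya2 (0.2 uM) preincubated 10 min at ambient with compound, then OMFP substrate added at 50 uM; 10 min reaction in 50 mM HEPES pH 7.5, 50 mM NaCl, 5 uM MgCl2, 0.05% BSA, 1 mM DTT. Fluorescence read at Ex 485/Em 525 nm.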
TCR activator: activates T cell receptor signaling; primary human leukocytes, anti-CD3, IL-2 HTRF, 48 h; 330,000 tested, under 10 active; Potency, µM (doses to about 9.22 µM), for inactives: at the top dose activation of IL-2 secretion, hits mostly activators; note: % of control where 0% means no effect
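TCR engagement came from a-CD3 beads alone, with compounds added to primary human leukocytes for 48 hr. Secreted IL-2 bridged europium cryptate- and d2-labelled anti-IL-2 antibodies, giving FRET emission at 665nm after 320nm excitation.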
Mito fusion act: inhibitors of mitochondrial division or activators of mitochondrial fusion | S. cerevisiae fusion-defective mutant growth rescue, CellTiterGlo 48 h | Potency, µM (doses to about 46.1 µM), without a hit: at the top dose growth rescue (activation), most hits filed as activators | actives 0.23% (n = 320,000) | AID 485298;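 note: potency is the fitted concentration of half-maximal effect; % of control where 0% means no effect; nearly all actives have a fitted effect of over 45% in size; temperature-sensitive fusion mutants such as fzo1-1 at 37 °C on non-fermentable ethanol glycerol medium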
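Growth-rescue viability read-out: after 48 h at the non-permissive 37C in glycerol/ethanol YPEG, yeast mitochondrial fusion mutants are measured by CellTiterGlo luminescence; compounds (23 nl pinned per well) restoring growth score as division inhibitors or fusion activators.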
A-T KAP1 phos: candidate therapy for ataxia-telangiectasia; […] A-T fibroblasts, KAP-1 phosphorylation AlphaLISA; neocarzinostatin DNA damage 30 min before lysis; Potency, µM (titrated, usually from 57.5 µM), without a hit: top-dose activation, hits mostly activators; actives 0.19% (n = 320,000); AID 485349; note: potency is the fitted concentration of half-maximal effect; % of control where 0% means no effect; nearly all actives have a fitted effect of over 45% in size
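hTERT-immortalized A-T patient fibroblasts ([…]), 500 cells/well in OPTI-MEM, 1% FBS, got compounds for 60 min, then NCS for 30 min at 37C. Lysates were then assayed for phospho-KAP-1 by AlphaLISA (anti-pKAP1 donor, anti-KAP1 acceptor beads), 6 hr at 25C.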
KCNH2 WT inh: KCNH2 (human, wildtype) channel inhibition; activity change, % at 1.84 µM; Q12809; actives 0.37% (n = 340,000); U2OS, BacMam KCNH2, thallium flux FluxOr; hits give low values;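 active = maximum activity change below -70%; inconclusive = maximum activity change between -70% and -50%; inactive = maximum activity change above -50%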; note: % is set by controls: 0 for no effect and ±100 for the full control effect
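U2OS cells transduced with wild-type KCNH2 virus are loaded with FluxOr dye for 45 min, and thallium flux is measured in kinetic reads before and after stimulation buffer. Rate constants are normalized to DMSO controls.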
KCNH2 3.1 inh: KCNH2 3.1 (human) potassium channel inhibition. activity change, % (tested at about 1.8 µM). actives 0.95% (n = 340,000). U2OS KCNH2 3.1, thallium flux FluxOr; hits give low values. AID 720553;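 active = maximum activity change below -70%; inconclusive = maximum activity change from -70% to -50%; inactive = maximum activity change above -50%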;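 note: thallium influx rate constant from kinetic fluorescence after stimulation buffer; % is set by controls: 0 for no effect and ±100 for the full control effect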
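We transduce U2OS cells with the mutant 3.1 virus, culture them overnight, load FluxOr with Red40 quencher for 45 min, then add stimulation buffer and read kinetically for 2 min to derive a normalized rate constant.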
TSHR antag: antagonists of human thyroid stimulating hormone receptor | actives 0.2% (n = 330,000) | P16473 | TSHR-expressing cells, TSH-stimulated cAMP HTRF, 2 h; hits give low values | activity change, negative = inhibition, % at 11.5 µM;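 active = activity change below a set negative limit, meaning inhibition stronger than a set level, cut at about -70% in these data; inconclusive = activity change between two set negative limits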; note: % is set by controls: 0 for no effect and ±100 for the full control effect
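Read-out is FRET at 665 nm (cryptate excitation 337 nm) from a cryptate-tagged anti-cAMP antibody, competed by cell cAMP against cAMP-d2. Compounds are tested on freshly harvested TSHR cells challenged with 4nM TSH (EC80) for 2 hours at 37 deg C.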
TRPV1 agonist: agonists of human vanilloid receptor 1 (TRPV1) | Q8NER1 | TRPV1-expressing cells, Fluo-8 calcium influx, agonist mode | activation, % at 8.33 µM | actives 0.19% (n = 320,000) | AID 540275; in the data active = activation above about 80%; inconclusive = between about 30% and that limit; note: 0% is about no effect
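Cells expressing TRPV1 were dye-loaded with Fluo-8 and read kinetically: 10 s baseline, 3 min after compound (agonist portion), then 2 min after EC20 capsaicin (allosteric enhancer portion). Calcium-bound dye fluorescence at 480/520 nm.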
ELG1 repair inh: blocks ELG1-dependent DNA repair in HEK293T cells; actives 2.3% (n = 330,000); HEK293T ELG1-luciferase reporter, luminescence, 16 h; DNA damage induced by 5-fluorouridine; Potency, µM (top dose mostly 46.1 µM), for inactives: top-dose activity change, negative = inhibition, actives largely listed as inhibitors; note: potency is the fitted concentration of half-maximal effect; % is set by controls: 0 for no effect and ±100 for the full control effect; nearly all actives have a fitted effect of over 55% in size
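In this reporter screen, reduction of luminescence relative to DMSO vehicle indicated activity. Compounds and 5-fluorouridine were added together to 2,000 cells per well, incubated for 16 hr at 37 °C, then developed with ONE-Glo.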
USP2a inh: blocks human ubiquitin-specific protease USP2a. actives 0.01% (n = 330,000). USP2 core, Ub-CHOP2 coupled fluorogenic reporter, 485/531. Potency, µM (titrated, usually from 38.3 µM), inactives show at the highest dose activity change, negative = inhibition, usual class: inhibitors. O75604;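 note: potency is the fitted concentration of half-maximal effect; plate controls were DMSO wells for no effect and full inhibition by NEM control for full effect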
Target sequence (O75604 whole entry, looked up): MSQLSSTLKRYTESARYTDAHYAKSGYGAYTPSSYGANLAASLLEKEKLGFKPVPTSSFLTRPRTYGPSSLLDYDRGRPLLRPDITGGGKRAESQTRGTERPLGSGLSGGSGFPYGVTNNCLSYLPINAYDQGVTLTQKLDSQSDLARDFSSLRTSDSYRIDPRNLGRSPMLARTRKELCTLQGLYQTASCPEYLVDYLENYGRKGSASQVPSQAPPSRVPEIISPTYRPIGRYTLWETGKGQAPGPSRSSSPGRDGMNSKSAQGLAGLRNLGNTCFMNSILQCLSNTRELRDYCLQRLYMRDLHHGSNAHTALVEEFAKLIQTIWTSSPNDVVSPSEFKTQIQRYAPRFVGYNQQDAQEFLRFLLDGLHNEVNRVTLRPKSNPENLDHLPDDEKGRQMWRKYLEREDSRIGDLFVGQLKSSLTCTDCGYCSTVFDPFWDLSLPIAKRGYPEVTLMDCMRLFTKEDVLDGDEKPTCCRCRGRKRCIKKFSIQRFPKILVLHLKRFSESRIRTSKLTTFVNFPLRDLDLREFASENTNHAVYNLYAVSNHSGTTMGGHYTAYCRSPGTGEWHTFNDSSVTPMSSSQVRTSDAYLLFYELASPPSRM
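Deubiquitinase activity read as fluorescence (485/531 nm) after Ub-CHOP2 cleavage activates the enterokinase reporter on its substrate; USP2 core 10nM, Ub-CHOP2 and substrate 25nM each, 30min compound preincubation then 60min RT; data normalized to NEM, curves fitted.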
* marks the source's active call; other numbers are inactive results; ? = inconclusive; . = not tested or not shown; [ ] = another dose, or the depositor's remark. Unless noted, calls come from the whole dose curve; as a rule, active = well fitted curve in the direction sought with a large enough effect; inconclusive = small, poorly fitted or top-dose-only effect, or another doubt; inactive = no such curve, though single readings can be large; an effect the other way counts as inactive or inconclusive.

SMILES | Eya2 phos inh | TCR activator | Mito fusion act | A-T KAP1 phos | KCNH2 WT inh | KCNH2 3.1 inh | TSHR antag | TRPV1 agonist | ELG1 repair inh | USP2a inh
COc1ccc(CCN2CC(C(=O)Nc3ccccc3F)CC2=O)cc1OC (configuration not stated) | -3% | 2% | -7% | 3% | 6 | 18 | 20 | -2 | ? | 1%
Cc1noc(NS(=O)(=O)c2ccc(NC(=O)c3cnc4scc(C)n4c3=O)cc2)c1C | 16% | 4% | -5% | 5% | 7 | 6 | -4 | -1 | 3% | 4%
CC1SC(=Nc2ccccc2)N(S(=O)(=O)c2ccccc2)C1=O (configuration not stated) | 0% | 1%[46.1 µM] | 1% | -1% | -6 | . | -24 | 0 | 8% | -1%
CC1(C)CCCC2=C1CC1C(=O)N(N)C(=O)C1C2 (configuration not stated) | 2% | -2% | 1% | 2% | 2 | -6 | -1 | . | ? | 0%
COc1cc(CNCCO)cc(Cl)c1OCc1ccc(Cl)cc1Cl | -10% | 6% | 1% | -3% | 17 | 2 | 20 | 2 | 2% | -7%
CCCCC(NC(=O)Cc1c(C)c2cc3c(-c4ccccc4)coc3c(C)c2oc1=O)C(=O)O (configuration not stated) | -3% | 3% | 8% | -9% | 21 | 8 | -4 | 3 | -1% | -10%
CCOc1cc(S(=O)(=O)NCc2ccc3c(c2)OCO3)ccc1F | 15% | -2% | 16% | 8% | -9 | -23 | 8 | 0 | -2% | -1%
CCN=C1SC(CC(=O)NCC)C(=O)N1CC (configuration not stated) | -12% | 7% | -5% | -1% | 0 | -13 | -1 | 1 | 7% | 2%
COc1ccccc1-c1oc2ccccc2c1C#CCO | 2% | -13% | . | 6% | -3 | 8 | 2 | . | 29% | 2%
CC(C)C(=O)NCCc1nc2ccccc2n1CCOc1ccccc1 | -14% | -3%[46.1 µM] | 4% | 0% | -10 | 8 | 14 | 26 | 1% | 2%
Cc1cc(C)c(S(=O)(=O)Nc2cc(SCC(=O)O)c(O)c3ccccc23)cc1C | 16% | 2%[46.1 µM] | -9% | 8% | -6 | -5 | -14 | -1 | -7% | 4%
COc1ccc(Nc2nc3ccccc3nc2NS(=O)(=O)c2ccc(NC(C)=O)cc2)cc1 | -9% | -3% | 1% | -1% | -1 | -1 | -9 | 3 | ? | 2%
N#Cc1cccc(NS(=O)(=O)c2ccccc2Cl)c1 | -4% | 2% | -2% | 4% | 1 | 9 | 1 | -1 | 16% | 3%
NS(=O)(=O)c1cccc(NC(=O)COC(=O)/C(=C/c2cccs2)c2cccs2)c1 | -5% | 8% | -7% | 4% | 2 | -16 | 5 | ? | ? | -2%
COc1cc2c(cc1OC)C(=O)N1[C@H]3c4ccccc4OC[C@@H]3[C@H](c3ccccc3)[C@]1(C)C(=O)N2 | 5% | 6% | -24% | -9% | 5 | 3 | 15 | -4 | -13% | 1%
NC(=O)C1CCN(C(=S)c2ccc(-c3ccc(Br)cc3)o2)CC1 | -6% | 4% | 1% | 0% | 2 | -4 | -5 | ? | ? | 0%
O=C(CC1CCCCC1)Nc1nc2ccccc2s1 | -17% | -3% | 0% | 2% | -9 | 8 | -3 | 6 | ? | 0%
COc1ccc(C2C(C(C)=O)=C(C)Nc3ncnn32)cc1OC (configuration not stated) | 10% | 5% | -4% | 1% | 7 | 9 | 2 | -2 | 20% | -1%
COc1cccc(N2CC(=O)N(NC(=O)c3sc4nc(C)cc(C)c4c3N)CC2=O)c1 | -23% | 2% | -5% | -3% | -2 | 12 | 10 | 0 | -12% | 2%
Cc1c(C#N)c2ccccc2n1CC(=O)NC(C)c1ccccc1 (configuration not stated) | -10% | 3% | -1% | 7% | 1 | 0 | -4 | 13 | -4% | 0%
CN(C(=O)COC(=O)c1ccccc1Nc1ccccc1)C1CCS(=O)(=O)C1 (configuration not stated) | 16% | 1% | 3% | . | 7 | -15 | -6 | 2 | -1% | -1%
C/C=C/c1cc(CN2CCN(c3ccccc3)CC2)c(O)c(OC)c1 | 6% | 3% | 3% | -4% | 33 | -17 | 4 | 1 | 19% | 2%
Cc1ccc(N(C=NC#N)CC(=O)N2CCN(c3ccccc3)CC2)cc1 | 26% | 1% | 4% | 5% | 4 | -3 | 8 | 1 | 4% | 1%
CCn1cc(/C=C(\NC(=O)c2ccc(OC)c(OC)c2)C(=O)NCCCO)c2ccccc21 | 8% | 4% | -7% | -3% | 22 | -14 | 0 | 2 | -17% | 0%
Cc1cccc(C)c1OCC(=O)N1CC2(C)CC1CC(C)(C)C2 (configuration not stated) | 6% | 1% | 7% | 1% | -2 | 4 | 4 | 11 | -1% | 1%
Cc1ccc(CNC(=O)c2ccc(F)c(S(=O)(=O)N3CCOCC3)c2)cc1 | -5% | 10% | -2% | 4% | 11 | 3 | 0 | 24 | 7% | 0%
CCOc1ccc(Br)cc1S(=O)(=O)Nc1cccc(S(=O)(=O)N(C)C)c1 | -2% | -3%[46.1 µM] | -1% | 3% | -14 | -9 | -2 | 4 | 5% | 2%
Cn1ccc2cc(-c3ccc4ncnc(NCc5cccc(F)c5)c4c3)ccc21 | 4% | . | -16% | -8% | . | . | -6 | . | . | 3%
COc1ccc(/C=C/C(=O)OC2CCCCC2CN(C)C)cc1 (configuration not stated) | 9% | 1% | -9% | -23% | 6 | -8 | 0 | 0 | -1% | 14%
CCOC(=O)c1cccc(S(=O)(=O)N(CCO)Cc2cc3cc(OC)c(OC)cc3[nH]c2=O)c1 | -6% | . | 3% | -13% | 37 | 2 | -7 | -1 | 6% | 2%
CCOC(=O)c1nn(-c2cccc(Cl)c2)c(C)c1C(C)=O | -3% | -3% | -1% | 2% | 1 | 0 | 2 | 6 | 1% | 3%
COc1ccc(CCNC(=O)Cn2c(-c3nonc3N)nc3ccccc32)cc1OC | 9% | -20% | 1% | -10% | -4 | -3 | 79 | 3 | ? | 1%
O=C(COc1ccc([N+](=O)[O-])cc1)Nc1ccccc1C(=O)NC1CC1 | -18% | 7% | -6% | 3% | 19 | -20 | 17 | -4 | 12% | 0%
O=C1CCCCCCC1Sc1ccccc1[N+](=O)[O-] (configuration not stated) | 11% | 3% | -1% | 0% | -2 | 0 | -5 | 4 | 3% | 4%
CCS(=O)(=O)Nc1ccc(Cc2ccc(NS(=O)(=O)CC)cc2)cc1 | -7% | . | 4% | . | -7 | -12 | -6 | -1 | ? | -1%
CC(=O)C1C(c2ccc(Cl)cc2)c2c(n[nH]c2C)CC1(C)O (configuration not stated) | -2% | -6% | -2% | -2% | -7 | -5 | 1 | -2 | 0% | -1%
CC(=C/c1ccccc1)/C=N/NC(=O)c1cnccn1 | 11% | 1% | -2% | . | -13 | -10 | 4 | 13 | ? | 6%
CCN(CC)c1ccc(Nc2nc(N3CCOCC3)c3ccccc3n2)cc1 | -12% | 7% | 13% | -8% | 42 | -41 | -19 | 7 | ? | 0%
O=C(CCc1n[nH]c(=O)[nH]c1=O)N1CCOCC1 | -10% | 8% | -2% | -4% | -5 | 13 | 9 | 1 | 6% | 0%
CCn1c(CC(=O)Nc2ccc(C)c(Cl)c2)nnc1SCC(=O)Nc1nc(C)cs1 | 19% | . | 0% | 4% | 0 | 3 | -4 | -5 | 3% | -1%
COc1ccc(-n2ncc3c(Nc4cccc(C)c4)ncnc32)cc1 | 9% | -21% | 0% | 3% | 6 | 3 | -5 | 2 | ? | 1%
O=C(Nc1ccccc1)NC1CCN(Cc2c(F)cccc2Cl)CC1 | 4% | -3% | 2% | 10% | 0 | 0 | 8 | . | ? | -5%
CCOC(=O)c1c(NC(=O)CN2CCCCC2)sc2c1CCC(C=O)=C2Cl | 12% | 14% | -1% | -2% | -17 | -5 | -3 | 0 | 28% | -1%
N#CCCN(C(=O)COC(=O)c1cccc(S(=O)(=O)Nc2ccc([N+](=O)[O-])cc2)c1)c1ccccc1 | 5% | 3%[46.1 µM] | -1% | -3% | -13 | -13 | -26 | -1 | 4% | 4%
CN(CC(=O)Nc1ccccc1C(F)(F)F)C(=O)COc1cccnc1[N+](=O)[O-] | ? | 6% | -2% | -1% | 5 | 2 | 1 | 0 | -9% | 3%
CCC(C)Nc1c([N+](=O)[O-])cc(C)cc1[N+](=O)[O-] (configuration not stated) | 8% | -1% | 3% | 2% | 3 | 11 | -6 | . | 11% | 0%

Quoted from the results shown for reference:
SMILES | Eya2 phos inh | TCR activator | Mito fusion act | A-T KAP1 phos | KCNH2 WT inh | KCNH2 3.1 inh | TSHR antag | TRPV1 agonist | ELG1 repair inh | USP2a inh
CN(CC(=O)Nc1ccccc1C(F)(F)F)C(=O)COc1cccnc1[N+](=O)[O-] | ? | 6% | -2% | -1% | 5 | 2 | 1 | 0 | -9% | 3%
CCC(C)Nc1c([N+](=O)[O-])cc(C)cc1[N+](=O)[O-] (configuration not stated) | 8% | -1% | 3% | 2% | 3 | 11 | -6 | . | 11% | 0%

Some of the compounds tested; count on the stated rates, not on these rows.
